Assay outcomes from PubChem BioAssay.
HIF activator: HIF pathway transcriptional activation. U2OS HRE-luciferase reporter, luminescence; normalized: DMSO 0%, desferrioxamine 100%. activation, % at 7.5 µM (by protocol). actives 0.32% (n = 300,000). AID 1910;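 active means mean activation of at least 10% of the iron chelator positive control signal, with at least half of replicates also reaching 10%; inconclusive means mean and replicate majority disagree about reaching 10%; inactive means mean and most replicates under 10%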
Platelet DG rel: platelet dense granule release activity; human platelet-rich plasma, SFLLRN dense granule ATP release, luminescence; inhibition, %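 (compounds screened at 7.5 µM in platelet-rich plasma)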; actives 0.22% (n = 300,000);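 active means mean replicate score, as percent of positive control, at or above 50; inconclusive means mean below 50 but at least one replicate at or above 50; inactive means mean and every replicate below 50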
TRPC6 inhibitor: inhibitors of mouse TRPC6 channel. HEK293-TRPC6, membrane potential dye, ACh-evoked depolarization; stronger effect = lower value. B-score at 10 µM. AID 2553. actives 1.1% (n = 310,000). Q61143;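 active means B-score under library mean minus 3 SD, initial fluorescence not abnormally high, positive integrated signal ratio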;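 further: B-score derived from integrated fluorescence ratio over the kinetic read; more negative B-score means stronger inhibition of depolarization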
RGS4 block: inhibitors of human RGS4 | AID 463165 | actives 0.45% (n = 310,000) | HEK293 M3R/RGS4 inducible, Fluo-4 calcium flux; stronger effect = higher value; triggered by carbachol at its EC20 | B-score at 10 µM;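 active means B-score, a plate-corrected calcium signal, over three deviations above library mean, with baseline fluorescence within five deviations of library mean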;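 further: RGS4 expression induced by doxycycline in cells with stable M3 receptor; B-score is computed from the integrated fluorescence ratio over baseline after carbachol; higher B-score means a larger calcium signal and so more RGS4 inhibition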
Target sequence (P49798 whole entry, looked up): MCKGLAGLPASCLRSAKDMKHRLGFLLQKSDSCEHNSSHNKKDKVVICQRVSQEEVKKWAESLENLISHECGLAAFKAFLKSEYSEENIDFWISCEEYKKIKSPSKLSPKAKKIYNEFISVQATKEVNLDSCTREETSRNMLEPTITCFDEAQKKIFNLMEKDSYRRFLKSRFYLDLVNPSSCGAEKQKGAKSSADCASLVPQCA
TRPC4 inh: blocks the mouse TRPC4 cation channel; actives 0.39% (n = 300,000); HEK293 TRPC4beta/mu-opioid, DAMGO-evoked Fluo4 calcium flux; stronger effect = lower value; B-score at 10 µM;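 active means B-score over 3 SD under the library average, no early fluorescence shift, positive overall ratio signal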
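Assay system: Stable TRPC4beta/mu-opioid receptor HEK293 cells | Reagent: DAMGO in two steps, submaximal then maximal | Compound dosing: Single concentration per test compound | Signal: Fluo4 Ca2+ flux fluorescence | Evaluation: Per-well B score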
MrgX1 antag: antagonists of human MrgX1 receptor; actives 1.3% (n = 310,000); B-score at 10 µM; Q96LB2; MRGX1-HEK293 calcium flux, Fluo-4, BAM8-22 antagonism; stronger effect = lower value;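 active means calcium-response B-score plate-corrected more than 3 library SD below zero, starting fluorescence within 5 deviations, no agonist response on first addition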;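 further: peak minus trough fluorescence over baseline after final BAM8-22 challenge near maximal dose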
Target sequence (Q96LB2 whole entry, looked up): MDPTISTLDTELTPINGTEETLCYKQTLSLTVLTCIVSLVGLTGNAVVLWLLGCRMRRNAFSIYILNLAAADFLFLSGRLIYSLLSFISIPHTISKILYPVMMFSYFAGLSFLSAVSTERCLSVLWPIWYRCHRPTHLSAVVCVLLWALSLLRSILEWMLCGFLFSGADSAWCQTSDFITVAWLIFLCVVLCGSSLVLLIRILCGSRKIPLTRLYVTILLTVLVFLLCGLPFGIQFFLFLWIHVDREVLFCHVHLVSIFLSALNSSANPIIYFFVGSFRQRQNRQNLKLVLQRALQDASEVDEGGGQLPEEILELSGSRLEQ
RGS4 act: RGS4 potentiation or activation | HEK293 M3R/inducible RGS4, carbachol calcium flux Fluo4; stronger effect = lower value | B-score at 10 µM | actives 0.92% (n = 310,000) | AID 463111;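 active means B-score of the integrated calcium signal more than 4 SD below the library mean, with starting fluorescence not abnormally high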;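 further: negative B-score means reduced calcium response which marks RGS4 activation or potentiation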
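Test system: HEK293 cells with stable M3R and inducible RGS4; also added: carbachol at ECmax as muscarinic agonist stimulus; schedule: dye loading 30 min 37 °C, buffer rest 30 min RT; technique: kinetic calcium fluorescence imaging with Fluo4-AM dye, 2 µM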
MrgX1 PAM: human MrgX1 positive allosteric modulation, primary screen; B-score at 10 µM; MrgX1-HEK293, Fluo-4 calcium flux, FDSS; stronger effect = higher value; actives 0.63% (n = 310,000); AID 588675; Q96LB2;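 active means plate-corrected calcium response at least 3 library SD above typical, normal starting fluorescence, not activating the receptor alone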;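 further: compound read alongside a low EC10 to EC30 dose of BAM8-22 agonist; peak minus trough fluorescence over baseline measured at the second addition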
MrgX1 ag: agonists of human MrgX1 receptor | actives 0.44% (n = 310,000) | MrgX1-HEK293 cells, Fluo-4 calcium fluorescence, agonist mode; stronger effect = higher value | B-score at 10 µM | AID 588627;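 active means calcium response B-score plate-corrected fluorescence ratio at least 3 library SD, with starting fluorescence B-score inside 5 SD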
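Assay system: stable human MrgX1 HEK293 cell line. Quantity: 15,000 cells per well. Schedule: cells plated overnight, dye loaded 0.5 h 37 °C, 0.5 h room temperature. Detection: Fluo-4 NW calcium-flux fluorescence, kinetic read. Read-out basis: peak-minus-minimum fluorescence over baseline, converted to B scores. Control set: positive and negative control wells on each plate.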
TRPC6 act: activates the mouse TRPC6 cation channel; Q61143; HEK293-TRPC6 membrane potential dye fluorescence; stronger effect = higher value; B-score at 10 µM; actives 0.13% (n = 310,000);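 active means B-score of the integrated fluorescence ratio above library mean plus 3 SD, and starting fluorescence ratio within library mean plus 5 SD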;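 further: higher score means more depolarization so channel activation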
SKKanGAS inh: SKKanGAS growth inhibition; S. pyogenes SKKanGAS, kanamycin growth, BacTiter-Glo, 6 h; inhibition, % at 7.5 µM; actives 1.3% (n = 300,000); AID 1662;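 active means mean replicate score, as percent of positive control median, at least 50; inconclusive means mean below 50 but one replicate at or above 50; inactive means mean and every replicate below 50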;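 further: strain carries kanamycin resistance gene driven by streptokinase promoter and grows in 40 µg/ml kanamycin; loss of luminescence reflects streptokinase promoter inhibition or plain growth inhibition; 0% = median of DMSO wells and 100% = positive control at its reference dose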
Active calls of the source: *; i = inactive; ? = inconclusive; / = no result given.

Screens in order – HIF activator	Platelet DG rel	TRPC6 inhibitor	RGS4 block	TRPC4 inh	MrgX1 antag	RGS4 act	MrgX1 PAM	MrgX1 ag	TRPC6 act	SKKanGAS inh
- CCCC/C(=N\NC(=O)c1ccc(Br)o1)c1ccccc1
    1.3	-5.9	i	i	i	i	i	i	i	i	-1.8
- CCOc1cccc(NC(=O)c2cccc(F)c2)c1
    0.2	11.3	i	i	i	i	i	i	i	i	-3.7
- O=C(NCc1ccccc1)C1=C[C@@H](c2coc3ccccc3c2=O)C[C@@H](OCc2ccc(CO)cc2)O1
    0.1	0.1	i	i	i	i	i	i	i	i	11.3
- NC(=O)SCC(=O)Nc1ccccc1C(=O)O
    -1.0	9.1	i	i	i	i	i	i	i	i	-0.4
- NCCNc1ccc2nnnn2n1
    0.3	-4.3	i	i	i	i	i	i	i	i	3.6
- COC(=O)C1C(=O)OC(C)(C)C1C(C)C(=O)c1ccccc1 (centres undefined)
    -0.3	-0.6	i	i	i	i	i	i	i	i	-4.2
- Cc1ccc(NC2=C(Cl)C(=O)OC2NC(=O)c2ccccc2)cc1 (centres undefined)
    -0.3	-1.1	i	i	i	i	i	i	i	i	1.2
- O=c1cc2oc3cc(O)c(O)cc3c(-c3ccccc3[N+](=O)[O-])c-2cc1O
    -5.3	9.9	i	i	i	i	i	i	i	i	50.2*
- CCc1noc(C)c1C(=O)NNC(=O)COc1ccc(C)c(C)c1
    -0.1	-19.4	i	i	i	i	i	i	i	i	-12.2
- CC(Cc1ccsc1)NC(=O)CCc1nnc(CCc2ccccc2)o1 (centres undefined)
    -0.1	8.6	i	i	i	i	i	i	i	i	-4.9
- CCOc1cc(CNc2ccccc2)cc(Br)c1OCc1ccc(F)cc1
    -0.4	-0.5	i	i	i	i	i	i	i	i	23.3
- COc1cccc2cc(C(=O)Oc3ccccc3)c(=O)oc12
    0.3	-0.4	i	i	i	i	i	i	i	i	-2.3
- CCn1c(SCC(=O)Nc2ccc3c(c2)OCCO3)nnc1-c1ccccn1
    0.3	3.6	i	i	i	i	i	i	i	i	-0.2
- O=C(Nc1ccc(-c2nnco2)cc1)c1ccccc1
    1.3	-1.3	i	i	i	i	i	i	i	i	-8.1
- O=C(NC1=NCCS1)c1ccc(Cl)c(S(=O)(=O)N2CCCCCC2)c1
    -0.8	29.0	i	i	i	i	i	i	i	i	-1.0
- Cc1ccc(NC2Sc3ccccc3NC2=O)cc1Cl (centres undefined)
    0.6	10.6	i	i	i	i	i	i	i	i	9.8
- CCOc1ccccc1NC(=O)c1nnn(-c2ccc3c(c2)OCCO3)c1N
    0.2	13.8	i	i	i	i	i	i	i	i	2.8
- CCN(Cc1cnn(C)c1)Cc1nc(Cc2ccccc2Cl)no1
    0.3	9.8	i	i	i	i	i	i	i	i	1.7
- COc1ccc(C(=O)CN2CC(C)SC2=Nc2ccc(Cl)cc2)cc1 (centres undefined)
    1.4	-14.4	i	i	i	i	i	i	i	i	-12.1
- COCCn1cnc2c1c(=O)n(CC(=O)OCC(=O)NCCCc1ccccc1)c(=O)n2Cc1ccccc1
    -0.5	-1.3	i	i	i	i	i	i	i	i	6.8
- CC(Sc1ncn[nH]1)C(=O)NCc1ccccc1 (centres undefined)
    0.7	13.3	i	i	i	i	i	i	i	i	-1.6
- Cc1cc(=O)n(C)c(=O)n1CCCCOc1ccc([N+](=O)[O-])cc1
    0.2	-1.2	i	i	i	i	i	i	i	i	-10.5
- Cc1cccc(OCc2nnc(SCC(=O)N3CCN(C(=O)c4ccco4)CC3)n2C)c1C
    -0.4	2.4	i	i	i	i	i	i	i	i	9.1
- Cc1[nH]c(=O)[nH]c(=O)c1S(=O)(=O)NCC12CC3CC(CC(C3)C1)C2
    -0.4	-2.4	i	i	i	i	i	i	i	i	-13.8
- CCN(CC)c1nc2cc(C)ccc2cc1/C=C(\C#N)C(N)=O
    -0.1	-4.4	i	i	i	i	i	i	i	i	-9.0
- O=C(NCCc1ccccc1)c1cccnc1N1CCCCCC1
    -0.2	-0.8	i	i	i	i	i	i	i	i	2.9
- Cc1ccc2[nH]c3c(c2c1)CN(C(=O)CN1CCCCC1)CC3
    -0.1	-3.8	i	i	i	i	i	i	i	i	-0.8
- N#CCCSc1ncnc2c1oc1ccccc12
    0.7	17.0	i	i	i	i	i	i	i	i	-1.7
- O=C(COC(=O)c1cccs1)Nc1ccccc1C(F)(F)F
    0.9	0.0	i	i	i	i	i	i	i	i	-2.8
- O=C(CSc1ncn[nH]1)Nc1ccccc1C(=O)O
    /	/	i	i	i	i	i	i	i	i	3.5
- Cc1ccc(S(=O)(=O)NNC(=O)CCC(=O)Nc2ccc(C)c(C)c2)cc1
    -0.3	-12.4	i	i	i	i	i	i	i	i	-0.1
- Cc1oc2cc3oc(=O)c(CCC(=O)NCCCN4CCOCC4)c(C)c3cc2c1C
    1.3	4.7	i	i	i	i	i	i	i	i	-2.3
- CC(C)c1ccc(-c2nc(N3CCCCC3)[nH]c(=O)c2C#N)cc1
    -0.5	7.4	i	i	i	i	i	i	i	i	20.3
- CC(=O)C1=C(O)C(=O)N(CCc2c[nH]c3ccccc23)C1c1cccc(O)c1 (centres undefined)
    0.2	1.8	i	i	i	i	i	i	i	i	0.3
- COc1ccc(S(=O)(=O)N2CCOC2CNC(=O)C(=O)NCc2ccco2)cc1OC (centres undefined)
    0.2	1.4	i	i	i	i	i	i	i	i	-6.4
- Oc1ccccc1N1CCN(c2nnnn2-c2ccccc2)CC1
    0.2	-3.9	i	i	i	i	i	i	i	i	-7.5
- COc1cccc(CN2CCN(CCc3ccccc3)C(CCO)C2)c1OC (centres undefined)
    0.0	-2.3	i	i	i	i	i	i	i	i	-2.9
- CCOc1ccccc1N(CC(=O)N1CCCC1)S(C)(=O)=O
    0.4	-8.1	i	i	i	i	i	i	i	i	1.5
- CSc1ccc(C(=O)C2CCCN(C(=O)c3nn(C)c(=O)c4ccccc34)C2)cc1 (centres undefined)
    -1.3	5.2	i	i	i	i	i	i	i	i	-5.8
- O=C(CSCCO)Nc1ccccc1
    -0.3	7.3	i	i	i	i	i	i	i	i	8.1
- Cc1cc(-c2ccc(C)c(S(=O)(=O)NCc3cccc(Br)c3)c2)on1
    -0.3	5.6	i	i	i	i	i	i	i	i	11.7
- CCOCCc1nnc(NC(=O)Cc2ccc(Br)cc2)s1
    -0.4	-9.0	i	i	i	i	i	i	i	i	-6.4
- COc1cccc(NC(=O)C(=O)NCCCN2CCCC2=O)c1
    2.1	17.1	i	i	i	i	i	i	i	i	23.3
- CC(C)N(C)S(=O)(=O)c1ccc(Cl)c(C(=O)O)c1
    -0.1	1.5	i	i	i	i	i	i	i	i	-6.8
- CCOC(=O)CSc1nnc(-c2ccccc2)c(=O)[nH]1
    -0.2	-0.4	i	i	i	i	i	i	i	i	3.3
- NC(=O)CN1CCN(C(=O)NC2CCCCC2)CC1
    0.1	24.5	i	i	i	i	i	i	i	i	-1.1
- COC(=O)c1ccc(COC(=O)c2ccc(SC)cc2OC)cc1
    2.5	5.1	i	i	i	i	i	i	i	i	10.4
- CCCc1cc2c(c(NC(C)=O)n1)c(=O)oc1ccccc12
    0.2	-1.5	i	i	i	/	i	/	/	i	3.7
- Cc1cccc(NC(=O)c2cc(Cl)sc2Cl)c1C
    0.5	-24.3	i	i	i	i	i	i	i	i	-0.2
- CCCN(CC1CC1)C(=O)CCc1nnc(C(OC)c2ccccc2)o1 (centres undefined)
    0.5	1.0	i	i	i	i	i	i	i	i	-5.8
- CCOCCc1c(O)nc(SC)[nH]c1=O
    1.5	5.2	i	i	i	i	i	i	i	i	-1.9
- Cc1ccccc1N1CCN(C2CCCN(C(=O)c3ocnc3C)C2)CC1 (centres undefined)
    -0.3	11.4	i	i	i	i	i	i	i	i	-0.7
- CC12CC3(C)CC(C)(C1)CC(C(=O)NCCc1ccc(S(N)(=O)=O)cc1)(C2)C3
    ?	2.9	i	i	i	i	i	i	i	i	-3.1
- CCCCOc1ccccc1NC(=O)CC1Nc2ccccc2NC1=O (centres undefined)
    2.0	-2.9	i	i	i	i	i	i	i	i	8.8
- CCNS(=O)(=O)c1ccc(NC(=O)Nc2ccccc2OC)cc1
    1.5	3.1	i	i	i	i	i	i	i	i	-11.7
- S=c1[nH]nc(COc2ccccc2)n1/N=C/c1c(Cl)cccc1Cl
    -0.8	0.6	i	i	i	i	i	i	i	i	8.3
- COCCNC(=O)c1ccccc1NC(=O)c1cccc([N+](=O)[O-])c1C
    0.5	-10.1	i	i	i	i	i	i	i	i	-8.9
- COc1ccc(-c2nnn(-c3cc(Cl)cc(Cl)c3)c2N)cc1
    1.0	-9.6	i	i	i	i	i	i	i	i	2.8
- Cc1ccc(CC2CC(=O)N(c3ccc(Cl)cn3)C2=O)cc1 (centres undefined)
    -0.4	0.2	i	i	i	i	i	i	i	i	1.5
- Cc1ccc2c(c1)CC1(CN2C)C(=O)OC(C)(C)OC1=O
    0.0	2.6	i	i	i	/	i	/	/	i	7.2

(continued)
Screens in order – HIF activator	Platelet DG rel	TRPC6 inhibitor	RGS4 block	TRPC4 inh	MrgX1 antag	RGS4 act	MrgX1 PAM	MrgX1 ag	TRPC6 act	SKKanGAS inh
- COc1ccccc1N(CC(=O)Nc1ccccc1C(=O)N1CCCC1)S(C)(=O)=O
    0.4	6.6	i	i	i	/	i	/	/	i	-1.6
- O=C(CSc1nc2ncccc2[nH]1)NC1CCCC1
    -0.4	-1.0	i	i	i	i	i	i	i	i	0.0
- NC1=NC(c2ccccc2)N=C(Nc2ccccc2)N1 (centres undefined)
    1.1	4.9	i	i	i	i	i	i	i	i	-2.6
- CC(=O)c1cccc(NS(=O)(=O)c2ccc(NC(=O)N3CCCCC3)cc2)c1
    0.5	2.9	i	i	i	i	i	i	i	i	9.4
- Cc1ccnc(NS(=O)(=O)c2ccc3ccccc3c2)n1
    1.2	14.2	i	i	i	i	i	i	i	i	3.7
